Compound activity (PubChem BioAssay)
EphA4 KYL inhibition: inhibitors of EphA4 binding to KYL peptide, primary screen, biochemical, colorimetric, mouse EphA4 (AID 689); EphA4-AP binding to KYL peptide, pNPP A405; higher % means a stronger effect; inhibition, % at 10 µM; hits with a dose series show IC50 in µM; 0.1% of 62,000 active; in the data active means a potency from the dose series; inactive means the rest, 99 in 100 with inhibition below about 22%
* = called active by the depositor.

EphA4 KYL inhibition	Structure
10%	CC1=NN(c2nc(-c3ccc(Cl)cc3)cs2)C(=O)C1
-12%	Cc1cc(NC(=O)CCCOc2ccc(Cl)cc2Cl)no1
5%	O=C(OC(C(=O)NC1CCCC1)c1ccccc1F)c1ccco1 (configuration not stated)
-9%	CC(=O)C1=C(c2ccccc2)NC(=O)NC1c1ccccc1OCC(=O)Nc1ccccc1 (configuration not stated)
-11%	COc1ccc(-c2oc3ncn(Cc4ccco4)c(=N)c3c2-c2ccc(OC)cc2)cc1
-3%	O=C(Cn1ncc2c1-c1ccccc1OC2)N1CCN(Cc2ccc3c(c2)OCO3)CC1
-8%	O=C1CCSc2ccc(Cl)cc2N1Cc1ccc(Cl)cc1
-6%	COC(=O)c1cccc(NC(=O)CSc2nc(=O)cc(N)n2-c2ccccc2)c1
-9%	CCCN1CCN(C(c2cc3cc(OCC)ccc3[nH]c2=O)c2nnnn2C2CCCCC2)CC1 (configuration not stated)
0%	COc1ccc(-c2nnc(SCC(=O)Nc3ncc(C)s3)n2-c2ccccc2)cc1OC
25%	COCCNC(=O)c1c(N)n(-c2cccc(C)c2)c2nc3ccccc3nc12
1%	Cc1c(C(=O)Nc2cc(Cl)cc(Cl)c2)oc2ccccc12
18%	CCOc1cc(OCC)cc(C(=O)Nc2cccc3nsnc23)c1
-8%	Cc1ccc(-c2nc3ccccn3c2NCc2ccc3c(c2)OCO3)cc1
-12%	CCn1c(SCc2ccc(Cl)cc2Cl)nc2nc3c(cc2c1=O)CCCC3
-12%	CCCCN1CC(C(=O)NCc2ccc(C)cc2)CC1=O (configuration not stated)
29%	CCCCC1(C)OC(=O)C(=Cc2ccc(N(CC)CC)cc2)C(=O)O1 (configuration not stated)
-5%	Cc1nc2ncnn2c(C)c1Cc1ccccc1Cl
7%	COc1cc(N2CCCC2)c(OC)cc1/C=c1/sc2nc3ccccc3n2c1=O
3%	O=C(CSCc1ccccc1)N1CCN(c2ccc(F)cc2)CC1
2%	CCOC(=O)c1c(NC(=S)Nc2ccccc2)sc2c1CCCCC2
-7%	C=CCNc1sc(C(=O)c2ccccc2)c(N)c1C#N
-2%	CCn1ccc(C(=O)Nc2ccc(Cl)cn2)n1
2%	COc1cccc(N=C2SC(C(=O)Nc3ccccc3F)CC(=O)N2C)c1 (configuration not stated)
-14%	CC(C)C(OC(=O)CN1C(=O)COc2ccccc21)C(=O)NC1CCCC1 (configuration not stated)
1%	O=C(OCc1ccccc1)C1CCCN1C(=O)c1cccs1 (configuration not stated)
-9%	O=C(c1ccccc1F)N1CCc2ccccc21
0%	O=C(c1ccccn1)N1CCN(C(=O)c2ccccn2)CC1
-23%	O=C(Cn1cc2c(n1)CCCCC2)Nc1c(F)c(F)cc(F)c1F
-16%	Cc1cccc(CC2CC(=O)N(CCc3ccc4c(c3)OCO4)C2=O)c1 (configuration not stated)
-8%	CCOC(=O)c1[nH]c(C)c(C(=O)NC(C)CC)c1C (configuration not stated)
-6%	Cc1cccc(Cn2cnc3c(nnn3Cc3ccc(F)cc3)c2=O)c1
-14%	Cc1ccc(OCC(=O)Nc2ccc(N(C)C)cc2)cc1
12%	COC(=O)c1[nH]c2cccc(C)c2c1NC(=O)CN1CCN(C(=O)c2ccco2)CC1
-5%	O=C(NCCN1CCCCC1)c1cc2ccccc2[nH]1
14%	COC(=O)C(C(C)=O)C1=C/C(=N\S(=O)(=O)c2ccc(C)cc2)c2ccccc2C1=O (configuration not stated)
-13%	CC(C(=O)Nc1ccccc1)c1ccc(-c2ccccc2)c(F)c1 (configuration not stated)
-2%	O=S(Cc1ccc(Cl)cc1)CC(O)(c1ccccc1)c1ccccc1 (configuration not stated)
-8%	CCOc1cccc(C(=O)Nc2ccc(Br)cc2C(=O)O)c1
-11%	C=CCN1C(=Nc2ccccc2)SC/C1=C\C(=O)OC
14%	O=C(CSc1nnnn1-c1cccc2c1CCCC2)N1CCOCC1
-12%	CCN1C(=O)C(CC(=O)Nc2ccc(OC)cc2)N(Cc2cccs2)C1=S (configuration not stated)
-1%	Cc1ccc(O)c(CNc2ccccn2)c1
-9%	CN(Cc1ccccc1)C(=O)CCCn1c(=O)[nH]c2cc(Cl)ccc2c1=O
-2%	COc1ccc(-n2c(C)nc3c(cnn3-c3ccc(Cl)cc3)c2=O)cc1
-8%	COc1ccccc1Nc1nc(N)nc(CN2CCN(Cc3ccccc3)CC2)n1
-1%	O=C(Nc1ccccc1C(F)(F)F)c1cc(-c2ccc(O)cc2)on1
2%	Cc1ccc(S(=O)(=O)N2CCN(c3ncnc4c3cnn4-c3ccccc3)CC2)cc1
-2%	CCn1c(CNc2ccccc2Cl)nnc1SCCN1CCCCC1
-26%	CCCCC(=O)Nc1ccc2c(c1)nc1n2CCOC1
-18%	COc1ccc2cc(C(c3nnnn3CCc3ccccc3)N3CCC(O)CC3)c(=O)[nH]c2c1 (configuration not stated)
-7%	Cc1cccc(-n2nnc(C(=O)NCc3ccco3)c2N)c1
12%	O=C(CS(=O)(=O)c1cn(Cc2cccc(F)c2)c2ccccc12)N1CCOCC1
5%	Cc1cccc2cc(C(c3nnnn3Cc3ccc4c(c3)OCO4)N3CCCC3)c(=O)[nH]c12 (configuration not stated)
-6%	O=C(CSc1nc2ccccc2c(=O)[nH]1)c1cccs1
2%	Cc1[nH][nH]c(=O)c1C(c1c(C)[nH][nH]c1=O)c1cn(Cc2cccc3ccccc23)c2ccccc12
2%	COC(=O)c1sccc1NC(=O)c1cc(-c2cccc(C)c2)nc2ccccc12
-1%	CCOC(=O)c1sc(NC(=O)CSc2nc3c(cc2C#N)CCCCC3)c(C#N)c1C
-8%	COC(=O)c1c(NC(=O)c2ccc(Br)o2)sc(C)c1C
2%	Cc1c(NC(=O)c2ccccc2NS(=O)(=O)c2ccc(F)cc2)c(=O)n(-c2ccccc2)n1C

Continued.
EphA4 KYL inhibition	Structure
0%	CC(C)CC(=O)Nc1ccc2oc(-c3cccnc3)nc2c1
-19%	COc1cc(OC)cc(C(=O)NC2=NCCS2)c1
-12%	CSC1=C(C#N)C(c2cccs2)CC(=O)N1C (configuration not stated)
21%	CN(C)c1nc(-c2ccccc2)cc(C(F)(F)F)c1C#N
7%	CCCCCN=C(C)c1c(O)c2ccccc2oc1=O
-8%	C/C(CC1CC2=C(CC1(C)C)C(C)(C)CCC2)=N\O (configuration not stated)
-16%	Cc1cc(C(=O)CN2C(=O)c3ccccc3C2=O)c(C)n1C1CC1
20%	Cc1ccc(S(=O)(=O)Cc2ccc(C(=O)N3CCc4ccccc4C3)o2)cc1
2%	Cc1nc(-c2ccccc2)sc1-c1n[nH]c(=S)n1C
3%	CC(=O)Nc1ccc(OC(=O)c2c(F)cccc2F)cc1
23%	Cc1cc(NC(=O)COc2ccccc2)n(-c2ccccc2)n1
-31%	CC1CCC(NC(=O)Nc2cccs2)CC1 (configuration not stated)
-4%	CCC1=NN(C(=O)c2cccc(O)c2)C(O)(c2ccncc2)C1 (configuration not stated)
2%	Cc1c(C(=O)NCCSCc2ccc(Cl)cc2Cl)cccc1[N+](=O)[O-]
-6%	Cc1c(Cl)c(C(=O)N2CCCc3ccccc32)nn1C
-8%	CC(=O)c1c(C)[nH]c(C(=O)N2CCc3ccccc3C2)c1C
4%	Cc1cc(NC(=O)c2cccc(S(=O)(=O)N3CCCCCC3)c2)no1
-11%	Cc1ccc(CNCC(O)(c2ccc(F)cc2)c2ccc(F)cc2)cc1
14%	CC1(C)Cc2c(sc3c2C2=NCCN2C=N3)CS1
-3%	COC(=O)NC1(C(Cl)Cl)N=C(c2ccccc2)N=C1N (configuration not stated)
-3%	CC(C)C(C(=O)NC1CCCCC1)N(CC1CCCO1)C(=O)CNS(=O)(=O)c1ccc(F)cc1 (configuration not stated)
-11%	Cc1ccccc1OCC(=O)N(Cc1cccs1)C1CCS(=O)(=O)C1 (configuration not stated)
-3%	COC(=O)c1c(C)oc2cc(Br)c(OCc3ccccc3F)cc12
-7%	Cc1cccc2c1OCC/C2=N\NC(=O)COc1ccccc1

Two entries picked at random from those above, as already listed:
EphA4 KYL inhibition	Structure
-3%	COC(=O)NC1(C(Cl)Cl)N=C(c2ccccc2)N=C1N (configuration not stated)
4%	Cc1cc(NC(=O)c2cccc(S(=O)(=O)N3CCCCCC3)c2)no1

Following part.
EphA4 KYL inhibition	Structure
49%	c1coc(-c2nc(-c3ccco3)c(-c3ccco3)nc2-c2ccco2)c1
-6%	O=C(O)c1[nH]c2ccc(Cl)cc2c1CC(=O)N1CCN(c2ccccc2)CC1
-10%	O=c1c2ccccc2c(-c2ccccc2)nn1Cc1ccc(Cl)cc1
-1%	CC(=O)N(Cc1cc(=O)[nH]c2ccccc12)c1ccc(C)cc1
-2%	O=C(N/N=C\c1ccc(Sc2ccccn2)o1)c1cccc(F)c1
-5%	CCCc1[nH]nc2c1C(Cc1ccccc1)C(C#N)=C(N)O2 (configuration not stated)
-17%	O=C(c1cc2ccccn2n1)N1CCN(c2cccc(C(F)(F)F)c2)CC1
-8%	Cc1cccc(/C(N)=N/OC(=O)Cc2ccc(Cl)cc2)c1
3%	CCOc1ccc2nc(NC3=NC(c4ccc(OC)cc4)CC(=O)N3)nc(C)c2c1 (configuration not stated)
-12%	CC(C)Cc1nc2oc3c(NCCCN4CCOCC4)ncnc3c2c2c1CCC2
-11%	CC1=C(C(N)=O)C(c2cccc(O)c2)n2nc(CCCO)nc2N1 (configuration not stated)
-9%	CC1(C)CC(NC(=S)Nc2ccc([N+](=O)[O-])cc2)CC(C)(C)N1
-2%	O=C(Cn1c(=O)n(Cc2ccco2)c(=O)c2c3c(sc21)CCCCC3)c1ccccc1
-15%	COC(=O)C1=C(C)N(Cc2ccccc2)C(=O)/C1=C\c1cccs1
-14%	Cc1cc(NC(=O)c2ccc(Cl)cc2)c(C(C)C)cc1O
-3%	CC1CCCCN1C(=O)/C(=C\c1ccccc1)c1ccccc1 (configuration not stated)
-8%	CCN(CC)CCNC(=O)c1ccccn1
-14%	CC1(C)Cc2ccccc2C(NNC(=O)c2ccncc2)=N1
-3%	CCOc1ccc(-c2nc(C#N)c(N3CCOCC3)o2)cc1
-6%	CCCCn1c(NCc2ccccc2NS(=O)(=O)c2ccc(C)cc2)nc2ccccc21
-6%	Cc1ccc(C(=O)Cn2nnc3ccccc32)cc1
-10%	O=C(NC1CC2CCCC(C1)N2Cc1ccco1)NC12CC3CC(CC(C3)C1)C2 (configuration not stated)
-8%	COC(=O)C1=C(C)NC(=O)CC1c1cccc(OC)c1OC (configuration not stated)
12%	COc1cc(NS(=O)(=O)c2ccc(NC(=O)COc3ccc(C)cc3)cc2)nc(OC)n1
-10%	O=c1c2ccccc2oc2nc3n(c(=O)c12)CCCS3
-16%	S=C(Nc1ccccc1)N1CCn2c1nc1ccccc12
-4%	CC(C)(C)C1CCc2[nH]c3ccccc3c(=O)c2C1 (configuration not stated)
-2%	CC1CCCC(NC(=O)c2ccc3c(=O)n(CC4CCCO4)c(=O)[nH]c3c2)C1C (configuration not stated)
-1%	C=CCOC(=O)C1=C(C)NC(=O)NC1/C=C/c1ccccc1 (configuration not stated)
0%	CSc1nc(C)cc(C)c1S(=O)(=O)c1ccccc1C
-1%	Cc1nnc2ccc(N3CCN(C(=O)c4ccccc4)CC3)nn12
1%	CN1CCN(S(=O)(=O)c2ccc(N3CCN(S(=O)(=O)/C=C/c4ccccc4)CC3)nc2)CC1
16%	COc1ccc2c(c1)c(C(O)CN1CCN(Cc3ccc4c(c3)OCO4)CC1)c(C)n2C (configuration not stated)
-1%	CCN(CC)c1nc(Nc2ccccc2)nc(Oc2ccc(C(=O)OC)cc2)n1
-12%	COc1ccc(NC(=O)C(c2ccccc2)N(C)C(=O)CNC(C)=O)cc1 (configuration not stated)
-8%	O=C(O)CNC(=O)c1ccc(OC(F)F)cc1
3%	CCOc1ccc(C(=O)Nc2ccc3ccccc3c2)cc1[N+](=O)[O-]
-3%	O=C(O)c1ccc(OCCn2ccnc2)cc1
5%	O=C(/C=C/c1c[nH]c2ccccc12)c1ccc(Cl)cc1
-4%	COc1cc(/C=N/N=C2/NC(=O)C(CC(=O)Nc3cccc(Cl)c3Cl)S2)ccc1O (configuration not stated)
-2%	COc1ccc(N/C(C)=C/C(=O)c2ccc(F)cc2)cc1
-6%	COc1ccc(-c2nnnn2C)cc1S(=O)(=O)Nc1ccc(C)c(Cl)c1
-2%	O=C(CSCc1ccc(Br)cc1)Nc1ccc(S(=O)(=O)N2CCCCCC2)cc1
3%	O=[N+]([O-])c1ccc(N2CCOCC2)c(Cl)c1N1CCOCC1
6%	CCCc1cc(C(=O)N(C2CCCCC2)C2CCCCC2)no1
-13%	O=C(CSC1CC(=O)N(CC(c2ccccc2)c2ccccc2)C1=O)Nc1ccc(Cl)cc1 (configuration not stated)

Structures above that contain an aryl methoxy group (17):
EphA4 KYL inhibition	Structure
-11%	COc1ccc(-c2oc3ncn(Cc4ccco4)c(=N)c3c2-c2ccc(OC)cc2)cc1
0%	COc1ccc(-c2nnc(SCC(=O)Nc3ncc(C)s3)n2-c2ccccc2)cc1OC
7%	COc1cc(N2CCCC2)c(OC)cc1/C=c1/sc2nc3ccccc3n2c1=O
2%	COc1cccc(N=C2SC(C(=O)Nc3ccccc3F)CC(=O)N2C)c1 (configuration not stated)
-12%	CCN1C(=O)C(CC(=O)Nc2ccc(OC)cc2)N(Cc2cccs2)C1=S (configuration not stated)
-2%	COc1ccc(-n2c(C)nc3c(cnn3-c3ccc(Cl)cc3)c2=O)cc1
-8%	COc1ccccc1Nc1nc(N)nc(CN2CCN(Cc3ccccc3)CC2)n1
-18%	COc1ccc2cc(C(c3nnnn3CCc3ccccc3)N3CCC(O)CC3)c(=O)[nH]c2c1 (configuration not stated)
-19%	COc1cc(OC)cc(C(=O)NC2=NCCS2)c1
3%	CCOc1ccc2nc(NC3=NC(c4ccc(OC)cc4)CC(=O)N3)nc(C)c2c1 (configuration not stated)
-8%	COC(=O)C1=C(C)NC(=O)CC1c1cccc(OC)c1OC (configuration not stated)
12%	COc1cc(NS(=O)(=O)c2ccc(NC(=O)COc3ccc(C)cc3)cc2)nc(OC)n1
16%	COc1ccc2c(c1)c(C(O)CN1CCN(Cc3ccc4c(c3)OCO4)CC1)c(C)n2C (configuration not stated)
-12%	COc1ccc(NC(=O)C(c2ccccc2)N(C)C(=O)CNC(C)=O)cc1 (configuration not stated)
-4%	COc1cc(/C=N/N=C2/NC(=O)C(CC(=O)Nc3cccc(Cl)c3Cl)S2)ccc1O (configuration not stated)
-2%	COc1ccc(N/C(C)=C/C(=O)c2ccc(F)cc2)cc1
-6%	COc1ccc(-c2nnnn2C)cc1S(=O)(=O)Nc1ccc(C)c(Cl)c1

This is a subset; the hit share may differ from the screen's.
